From PubChem
TcdB GH inh – inhibitors of Clostridioides difficile toxin B glycohydrolase; P18177; TcdB glycohydrolase enzymatic assay, plate reader; inhibition, % at 9.99 µM; 350,000 tested, 0.24% active; in the data active = inhibition above about 10%
Mtb FBA inh – Mtb fructose-bisphosphate aldolase inhibition. purified M. tuberculosis FBA, fluorescence read-out. inhibition, % at 1 µM. 360,000 tested, 2.3% active; in the data active = inhibition above about 27%;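 note: 0% = vehicle and 100% = reference inhibitor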
Target sequence (P9WQA3 whole entry, looked up): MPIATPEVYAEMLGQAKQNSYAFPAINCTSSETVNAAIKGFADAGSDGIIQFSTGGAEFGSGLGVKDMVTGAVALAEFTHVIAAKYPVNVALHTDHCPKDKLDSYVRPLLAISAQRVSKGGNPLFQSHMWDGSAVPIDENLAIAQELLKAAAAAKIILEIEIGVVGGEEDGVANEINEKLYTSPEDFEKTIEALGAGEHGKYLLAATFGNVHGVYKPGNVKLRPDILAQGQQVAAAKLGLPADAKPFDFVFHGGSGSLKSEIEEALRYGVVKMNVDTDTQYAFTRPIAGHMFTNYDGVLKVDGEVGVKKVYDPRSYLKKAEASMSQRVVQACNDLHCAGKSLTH
Mtb UGM inh – inhibitors of M. tuberculosis UDP-galactopyranose mutase. P9WIQ1. purified UGM, fluorescence polarization probe displacement. inhibition, % at 10 µM. 320,000 tested, 0.06% active; in the data active = inhibition above about 10%, passing the limit was not always enough
Target sequence (P9WIQ1 whole entry, looked up): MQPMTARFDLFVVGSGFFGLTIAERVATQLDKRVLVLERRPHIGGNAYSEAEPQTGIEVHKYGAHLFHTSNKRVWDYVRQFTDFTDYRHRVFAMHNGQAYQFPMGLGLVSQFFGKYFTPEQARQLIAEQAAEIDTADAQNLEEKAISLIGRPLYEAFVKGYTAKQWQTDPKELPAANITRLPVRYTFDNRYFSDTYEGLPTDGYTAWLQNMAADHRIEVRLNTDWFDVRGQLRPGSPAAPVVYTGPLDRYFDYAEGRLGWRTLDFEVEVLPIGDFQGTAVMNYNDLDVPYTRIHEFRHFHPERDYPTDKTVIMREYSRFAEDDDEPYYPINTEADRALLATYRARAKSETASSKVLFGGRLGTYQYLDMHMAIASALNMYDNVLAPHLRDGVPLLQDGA
Y pestis TopoI – blocks Yersinia pestis topoisomerase I activity | activity, % at 10 µM | 360,000 tested, 0.064% active | AID 504884 | Y. pestis Topo-I cleavage product accumulation, plate reader; in the data active = activity above about 50%, passing the limit was not always enough; note: inactives centre near 2
FadD28 FP inh – blocks FadD28 binding to the bisubstrate probe | fluorescence polarization | inhibition, % at 12.5 µM | 360,000 tested, 0.22% active; in the data active = inhibition above about 8.5%, passing the limit was not always enough
PfHsp40 rescue – rescue of PfHsp40-mediated yeast toxicity | AID 504582 | S. cerevisiae expressing PfHsp40, growth rescue, ATP luminescence | 340,000 tested, 0.68% active | growth rescue, % at 12.5 µM; in the data active = growth rescue above about 28%, passing the limit was not always enough;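 note: yeast W303a lacking pdr1 and pdr3 grown in galactose medium; growth measured after three days at 30 °C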
BH1578 lux ind – induces V. cholerae light production without autoinducers; V. cholerae BH1578 lux reporter, luminescence, 6 h; activation, % at 18.7 µM; 350,000 tested, 0.16% active; AID 588436; in the data active = activation mostly above about 9.7%, no sharp cut-off; note: not every result past the cut was called active; inactives centre near 0; reference of the scale not given here
GDH-TPI counter – counter-screen for M. tuberculosis FBA inhibitors: GDH-TPI coupled enzymes | inhibition, % at 4.8 µM | AID 588335 | GDH-TPI coupled enzyme counterscreen, NADH absorbance | 360,000 tested, 1.2% active; in the data active = inhibition above about 30%;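 note: 0% = DMSO wells and 100% = wells lacking the enzyme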
Mtb BioA inh – BioA (M. tuberculosis) enzyme inhibition; inhibition, % at 9.99 µM; purified M. tuberculosis BioA enzyme, plate reader; 360,000 tested, 0.096% active; in the data active = inhibition above about 40%
Active calls of the source: *; i = inactive; x = no result given; & = joins results of further samples.

SMILES | TcdB GH inh | Mtb FBA inh | Mtb UGM inh | Y pestis TopoI | FadD28 FP inh | PfHsp40 rescue | BH1578 lux ind | GDH-TPI counter | Mtb BioA inh
Cc1cccc(N=C2NN=C(c3ccc4c(c3)OCCO4)CS2)c1 | 0.1 | 2 | -0.1 | 13 | -0.6 | 1.4 | i | 15 | -3.1
CCNC(=O)c1sc(=S)n(CC)c1N | x | -2 | -0.2 | -11 | 0.0 | -0.4 | -2.1 | 32* | x
COc1cc(-c2c(C#N)c(N)nc3c2CCCC3)ccc1O | x | 9 | 2.4 | 3 | -2.3 | 0.1 | i | 9 | 0.8
Cc1cc(SCC(=O)OCC(=O)N(C)C2CCS(=O)(=O)C2)c(C)cc1Br (stereo not drawn) | 1.3 | 0 | -2.3 | 38 | -2.6 | -1.4 | -5.9 | -5 | -0.1
CCOC(=O)c1ccc(N2C(=O)C(O)=C(C(C)=O)C2c2ccccc2)cc1 (stereo not drawn) | x | 7 | 0.4 | 0 | -1.7 | 0.8 | 2.1 | 17 | 1.3
CCOC(=S)N/C(=N\S(=O)(=O)c1ccccc1)c1ccccc1 | x | -3 | 0.5 | -3 | -2.6 | 3.2 | i | -10 | 1.5
CCCCNC(=O)OC(C)CNC(=O)Oc1cccc(C)c1 (stereo not drawn) | x | 1 | 0.0 | 2 | 0.5 | -1.2 | i | 5 | -0.4
COc1ccc(S(=O)(=O)Nc2cccc(F)c2)cc1C | 2.6 | -3 | -2.2 | 6 | 0.1 | 0.5 | 1.5 | 2 | x
CC(=O)Nc1ccc(S(=O)(=O)Nc2nc3ccc(C)cc3s2)cc1 | 0.0 | 2 | 6.1 | -9 | -1.4 | -1.2 | i | -8 | -0.8
COCCOC(=O)c1sc(=S)n(CCOC)c1N | 0.4 | 2 | 0.8 | -6 | 3.0 | 0.2 | -2.7 | 11 | -6.8

In the list so far, 3 have a carbonyl joined to an NH by a bond outside any ring.
SMILES | TcdB GH inh | Mtb FBA inh | Mtb UGM inh | Y pestis TopoI | FadD28 FP inh | PfHsp40 rescue | BH1578 lux ind | GDH-TPI counter | Mtb BioA inh
CCNC(=O)c1sc(=S)n(CC)c1N | x | -2 | -0.2 | -11 | 0.0 | -0.4 | -2.1 | 32* | x
CCCCNC(=O)OC(C)CNC(=O)Oc1cccc(C)c1 (stereo not drawn) | x | 1 | 0.0 | 2 | 0.5 | -1.2 | i | 5 | -0.4
CC(=O)Nc1ccc(S(=O)(=O)Nc2nc3ccc(C)cc3s2)cc1 | 0.0 | 2 | 6.1 | -9 | -1.4 | -1.2 | i | -8 | -0.8

Next structures follow.
SMILES | TcdB GH inh | Mtb FBA inh | Mtb UGM inh | Y pestis TopoI | FadD28 FP inh | PfHsp40 rescue | BH1578 lux ind | GDH-TPI counter | Mtb BioA inh
CCN(CC)S(=O)(=O)c1ccc(Cl)c(NC(=O)COc2ccc(OC)cc2[N+](=O)[O-])c1 | x | 3 | 1.4 | -4 | -1.4 | -2.7 | -0.4 | -2 | x
COc1ccc(NC(=O)c2sc(N)nc2-c2ccccc2)cc1 | 0.9 | 2 | -3.2 | 1 | -2.5 | 1.4 | i | 13 | -0.1
c1ccc2c(c1)ncn2CCCCOc1ccc2c(c1)CCC2 | x | -1 | -0.3 | 9 | -4.6 | 12 | -0.7 | -8 | 0.2
CC1Cc2ccccc2N1C(=O)COC(=O)Cc1ccc(F)cc1 (stereo not drawn) | -0.6 | -2 | 4.0 | 8 | -3.0 | 0.6 | i | -3 | -2.0
CC1CCCCC1NC(=O)CN1CCC(NC(=O)C(C)(C)C)CC1 (stereo not drawn) | 1.0 | -2 | x | -3 | -3.0 | x | -0.8 | -4 | -1.4
CCn1c(SCC(=O)c2ccc(Cl)s2)nnc1-c1cccs1 | x | 3 | -3.2 | 29 | -3.5 | 16 | i | 6 | 4.8
CC(CCc1ccccc1)NC(=O)CSc1nc(N)cc(N)n1 (stereo not drawn) | x | 2 | -1.1 | 1 | -3.2 | -0.6 | -1.6 | 1 | -0.7
Clc1ccc(C2=Nn3c(Cn4nnc5ccccc54)nnc3SC2)cc1 | 0.7 | 0 | 1.0 | 33 | -2.2 | x | i | 19 | -1.3
CCc1ccc(S(=O)(=O)NCCc2csc(-c3cccnc3)n2)s1 | 0.1 | 1 | -1.2 | 13 | -7.7 | -0.2 | -0.9 | 9 | 2.8
CCc1ccc(N2C(=O)NC(=O)/C(=C\c3cc(C)n(-c4cc(C(=O)O)cc(C(=O)O)c4)c3C)C2=O)cc1 | 0.3 | 4 | 1.0 | -2 | 2.2 | 2.0 | i | 11 | -0.2
COc1ccc(S(=O)(=O)N2CCOC2CNC(=O)C(=O)NCc2cccnc2)cc1OC (stereo not drawn) | 0.4 | 2 | -1.5 | 1 | -0.6 | 0.5 | -0.5 | 2 | -0.1
Cc1cc(NC(=O)CSc2nnnn2-c2ccccc2C)no1 | 0.7 | 5 | 4.2 | 5 | 2.3 | 1.7 | 4.2 | -12 | 1.5
CCC1=C(OC(=O)N(CC)CC)N2C(=O)OC(=NCC3CC3)[C@]2(Cc2ccccc2)[C@H]2C1=CC[C@H]1C(=O)N(c3ccccc3)C(=O)[C@H]12 | 0.9 | 2 | 1.8 | 21 | -2.0 | 1.4 | -0.3 | 1 | -1.4
O=C(CSC1=NCCS1)NC(c1ccccc1)c1ccccc1 | 0.1 | 1 | -2.4 | 20 | -0.2 | -0.6 | -0.3 | 6 | -0.2
CN(CCCNC(=O)c1cc2c(Cl)nc3ccccc3c2s1)Cc1ccccc1 | 1.2 | -3 | -0.1 | 0 | -15 | 2.1 | -0.3 | 6 | -2.0
O=C(c1cc(COc2cccc(C(F)(F)F)c2)on1)N1C[C@H]2CC[C@H]1C2 | -2.4 | -3 | 0.4 | 30 | -0.7 | -2.2 | i | 4 | 1.1
Cn1nc(-c2ccccc2)nc1-c1ccccc1 | 0.3 | 0 | 2.3 | 10 | -1.5 | 0.9 | 5.9 | -1 | 0.3
O=C(O)C1=C[C@@H](c2ccc(Br)cc2)C[C@@H](OCCCCO)O1 | -1.8 | -1 | 1.2 | -10 | -3.7 | -2.0 | i | -2 | 3.0&1.1
Cc1ccc(S(=O)(=O)N2CCN(S(=O)(=O)N(C)C)CC2)cc1 | x | 0 | 0.5 | -7 | -2.4 | -1.2 | i | 3 | -3.4
C/C(Cc1ccccc1)=N\NC(=O)CNC(=O)c1ccc2c(c1)OCCO2 | 1.6 | 4 | -0.7 | -1 | -1.4 | 0.8 | -0.5 | -5 | 2.1

Full records, looked up by structure. Values in the order: TcdB GH inh, Mtb FBA inh, Mtb UGM inh, Y pestis TopoI, FadD28 FP inh, PfHsp40 rescue, BH1578 lux ind, GDH-TPI counter, Mtb BioA inh
Record of COc1ccc(S(=O)(=O)N2CCOC2CNC(=O)C(=O)NCc2cccnc2)cc1OC (stereo not drawn) : 0.4, 2, -1.5, 1, -0.6, 0.5, -0.5, 2, -0.1
Record of C/C(Cc1ccccc1)=N\NC(=O)CNC(=O)c1ccc2c(c1)OCCO2 : 1.6, 4, -0.7, -1, -1.4, 0.8, -0.5, -5, 2.1
Record of Cn1nc(-c2ccccc2)nc1-c1ccccc1 : 0.3, 0, 2.3, 10, -1.5, 0.9, 5.9, -1, 0.3

(continued)
SMILES | TcdB GH inh | Mtb FBA inh | Mtb UGM inh | Y pestis TopoI | FadD28 FP inh | PfHsp40 rescue | BH1578 lux ind | GDH-TPI counter | Mtb BioA inh
CCOC(=O)C(=O)c1csc(NC(=O)COc2ccc(N(C)S(=O)(=O)c3ccc(F)cc3)cc2)n1 | x | 1 | 5.0 | -1 | -2.9 | 0.2 | i | 4 | 0.2
COc1ccc(C(=O)NC(C)c2ccc(-n3ccnc3)cc2)c(OC)c1OC (stereo not drawn) | 1.8 | 3 | -2.9 | -1 | -0.2 | -1.2 | i | 2 | 4.2
O=C(CCn1c(=O)oc2ccccc21)NCc1ccc2c(c1)OCO2 | -0.1 | -2 | -2.9 | 3 | -1.9 | 3.4 | -1.0 | -5 | -3.0
COc1cccc(CN(C)C(=O)C(Cc2ccccc2)NC(=O)c2ccccc2)c1OC (stereo not drawn) | 1.1 | 0 | 0.5 | 13 | -1.9 | 2.3 | -0.6 | -3 | x
COc1cccc(OC)c1-c1nnc(-c2cn(C)c3ccccc23)o1 | x | 80* | 3.0 | 20 | -0.7 | -0.1 | i | -4 | -1.8
COC(=O)c1ccc(CNC(=O)CSc2nc3ccccc3[nH]2)cc1 | -0.3 | 1 | 0.8 | 4 | -1.5 | 0.1 | -0.3 | -6 | -2.2
O=C(CCCSc1nc2ccccc2[nH]1)NCc1ccc(Cl)cc1 | 0.3 | 1 | 1.9 | -2 | -4.3 | 5.1 | -0.2 | 1 | x
CCOc1ccc(NC(=O)[C@H](Cc2ccccc2)NC(=O)C2CCNCC2)cc1 | 0.5 | 3 | 1.6 | -5 | -0.1 | 0.2 | -4.2 | 2 | x
COc1ccc(-c2cnc(C(O)c3ccc(C(C)(C)C)cc3)[nH]2)cc1 (stereo not drawn) | 0.9 | 2 | x | -5 | 0.1 | x | i | 4 | -0.9
COc1ccc(CN(C)C(=O)COC(=O)c2ccc(-c3ccccc3)cc2)c(OC)c1OC | 1.0 | 0 | x | 12 | -2.6 | 68* | i | 7 | -0.5
O=C(CSc1nnc(-c2ccc(O)cc2)o1)NNC(=O)c1ccncc1 | 0.4 | 0 | 3.6 | 5 | x | 0.3 | 0.1 | 4 | -3.0
CCc1cc2c3c(c(=O)oc2cc1OC)CCCC3 | x | 67* | -1.7 | 6 | -6.7 | 0.0 | i | 10 | -2.2
COc1ccc(CN(C)Cc2nc(Cc3ccccc3Cl)no2)cc1OC | 0.1 | -3 | 0.8 | 1 | -2.3 | 1.1 | -5.6 | 2 | 0.0
COc1cc(F)ccc1-c1csc(C(NC(C)=O)c2cccc(F)c2)n1 (stereo not drawn) | -0.2 | -4 | x | -5 | -2.7 | x | -0.7 | 1 | 1.4
CC(=O)Nc1cccc(-c2cc(NC=O)c3ncc(-c4cccc(C(C)=O)c4)n3c2)c1 | -0.5 | -3 | x | 14 | -16 | x | i | 4 | 0.9
COc1ccc(N2CCN(c3ccc(C(N)=O)cc3[N+](=O)[O-])CC2)cc1 | -5.5 | -5 | 3.9 | 7 | -1.0 | -1.8 | i | 6 | 4.4
COc1ccc(CN2CCN(C(=O)c3ccc4nc(N5CCOCC5)sc4c3)CC2)c(OC)c1OC | 0.1 | -3 | 0.2 | 21 | -0.2 | -0.6 | -0.9 | -3 | 1.7
Cc1cc(C)c(C#N)c(SCC(=O)N2CCN(Cc3ccccc3)CC2)n1 | x | 2 | -2.2 | 9 | -1.4 | -1.1 | i | 10 | 16
CC12C=CC(=O)C=C1CCC1C3CCC(O)(C(=O)CO)C3(C)CC(O)C12F (stereo not drawn) | -1.1 | -4 | x | 7 | -5.3 | -1.3 | i | 8 | x
CC(/C=N/NC(=O)c1cc(-c2ccc3ccccc3c2)n[nH]1)=C\c1ccco1 | 0.2 | -7 | -2.2 | -3 | -9.1 | 4.7 | -0.9 | 17 | x
COc1ccc2[nH]c(=O)c(CN(Cc3ccco3)Cc3nnnn3Cc3ccccc3)cc2c1 | x | 10 | 4.1 | 15 | -1.0 | -1.7 | 13 | 5 | 2.2
CCOC(=O)C1CCN(c2c(Nc3cc(C)cc(C)c3)c(=O)c2=O)CC1 | 1.0 | -6 | -0.1 | -3 | -2.5 | 0.4 | -0.2 | 27 | 3.5
COc1cc(O)c(C(CCN2CCOCC2)c2ccc(N(C)C)cc2)c(OC)c1 (stereo not drawn) | -7.7 | 1 | -1.2 | -4 | -0.2 | -0.8 | i | 9 | -1.1
COCc1ccc(O)c2ncccc12 | x | -1 | -2.7 | -9 | -0.3 | 0.8 | -6.6 | -4 | -2.7
C/C=C/C(=O)OCC(=O)Nc1c(Cl)cccc1Cl | x | -3 | -2.8 | -4 | -0.8 | -2.0 | -5.3 | 6 | x
COc1ccc(Br)cc1/C=C/C(=O)NC(=S)Nc1ccc(CN2CCOCC2)cc1 | -0.1 | -1 | -3.4 | 3 | -5.9 | 1.6 | -0.4 | -2 | -1.0
COc1cc(/C=C2\SC(N)=NC2=O)cc(OC)c1 | 0.4 | 0 | -2.5 | 4 | -3.9 | 1.6 | -1.9 | 21 | 0.6
COc1ccc(C(C(=O)NC2CCCCC2)N(C(=O)c2csnn2)C2CC2)cc1 (stereo not drawn) | 0.3 | -1 | -2.3 | 10 | -0.9 | -1.3 | -0.5 | 0 | 6.2
Cc1ccc(-n2nc3c(SCCN4CCOCC4)nnc(C)c3c2C)cc1 | x | 0 | 5.6 | 25 | 0.0 | -0.8 | -0.2 | 14 | x
O=C(COC(=O)/C(=C/c1cccs1)c1cccs1)NCc1ccccc1Cl | -0.3 | -5 | 1.4 | 21 | -4.1 | 12 | -0.4 | 7 | -1.6

Rows are unselected; about 4.6% have a hit in one of these screens.
